# B2AR arrestin ag: agonists recruiting beta-arrestin to human beta2-adrenergic receptor; P07550; HTLA Tango cells, beta-arrestin recruitment, luciferase luminescence, 18 h; Potency, µM (titrated, usually from 46.1 µM), inactives show at the highest dose activation, usual class: activators; 44,000 tested, under 10 active; AID 1347077;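 further: potency means the concentration at half of the fitted maximal effect; 0% = DMSO and full agonism = EC100 isoproterenol or metaproterenol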
#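 Tango cells (recombinant beta2-AR, beta-arrestin, tTA-driven luciferase), 1500/well in DMEM 1% FBS, treated 18 h at 37 °C with compounds up to 46 µM; luciferin mix added, luminescence read after 15 min; %activity curves fitted and curve-classed.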
# FH mod: Identification of activators of human fumarate hydratase by quantitative high-throughput screening | FH coupled MDH/diaphorase resazurin fluorescence, 15 min | Potency, µM (doses to about 79.9 µM), without a hit: at the highest dose activity change, negative = inhibition, most hits filed as inhibitors | hit rate 0.22% among 54,000 | AID 1347055, 2019; further: potency means the concentration at half of the fitted maximal effect; on the % scale 0 is the no-effect control and ±100 the full control effect; the screen sought activators but most active calls are inhibition curves; nearly all actives have a fitted effect of over 45% in size
# Target sequence (P07954 whole entry, looked up): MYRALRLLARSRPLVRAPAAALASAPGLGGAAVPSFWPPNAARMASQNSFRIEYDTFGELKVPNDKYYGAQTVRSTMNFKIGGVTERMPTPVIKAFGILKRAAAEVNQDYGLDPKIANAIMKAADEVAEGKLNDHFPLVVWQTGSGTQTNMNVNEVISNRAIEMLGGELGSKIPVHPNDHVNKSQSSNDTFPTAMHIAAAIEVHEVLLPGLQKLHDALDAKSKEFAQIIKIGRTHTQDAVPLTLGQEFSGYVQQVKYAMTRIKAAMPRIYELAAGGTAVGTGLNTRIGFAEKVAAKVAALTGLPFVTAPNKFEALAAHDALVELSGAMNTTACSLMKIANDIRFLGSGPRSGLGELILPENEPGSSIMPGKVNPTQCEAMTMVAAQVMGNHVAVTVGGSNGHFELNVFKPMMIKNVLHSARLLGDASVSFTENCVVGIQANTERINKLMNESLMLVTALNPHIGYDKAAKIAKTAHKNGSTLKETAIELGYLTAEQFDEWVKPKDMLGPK
# GALK inh: GALK (human) enzyme inhibition; P51570; recombinant GALK, Kinase-Glo ATP luminescence, 1 h; Potency, µM (series often up to 57.5 µM), for inactives: at the top dose activity, negative = inhibition, most hits filed as inhibitors; 44,000 tested, under 10 active; AID 1347072;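 further: plate controls were full GALK reaction for no effect and reaction lacking GALK for full effect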
#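 Luminescent ATP-depletion readout (Kinase-Glo Plus) after 1 h room-temperature incubation of human GALK (5 nM) with galactose 100 µM and ATP 35 µM, pH 8.0 HEPES/Mg2+ buffer; compounds tested in qHTS format.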
# PTAP-TSG101 blk: inhibitors of HIV-1 PTAP binding to human TSG101, validation. 44,000 tested, under 10 active. Fluorescence polarization, FITC-PTAP peptide/Tsg101, 20 min. Q99816. Potency, µM (top dose mostly 115 µM), without a hit: at the top dose activity change, negative = inhibition, usual class: inhibitors; further: potency means the concentration at half of the fitted maximal effect; 0% is about no effect
#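 Fluorescence polarization binding of Tsg101 binding domain (10 uM final) to FITC-labeled PTAP-motif peptide (50 nM final) in HEPES pH 7.5/NaCl/Tween 20/EDTA/TCEP buffer; 20 min at r.t. Actives by curve class, <25 µM, efficacy <60% inhibition.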
# NTMT1 inhibitor: blocks human N-terminal methyltransferase 1 activity | Q9BV86 | NTMT1 MTase-Glo SAH luminescence, purified enzyme | Potency, µM (highest dose often 114 µM), for the others: at the highest dose activity change, negative = inhibition, usual class: inhibitors | hit rate 2.5% among 59,000;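 further: potency means the concentration at half of the fitted maximal effect; plate controls were DMSO vehicle for no effect and no enzyme for full effect; nearly all actives have a fitted effect of over 65% in size; many of its hits are not listed in these tables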
# Target sequence (Q9BV86 whole entry, looked up): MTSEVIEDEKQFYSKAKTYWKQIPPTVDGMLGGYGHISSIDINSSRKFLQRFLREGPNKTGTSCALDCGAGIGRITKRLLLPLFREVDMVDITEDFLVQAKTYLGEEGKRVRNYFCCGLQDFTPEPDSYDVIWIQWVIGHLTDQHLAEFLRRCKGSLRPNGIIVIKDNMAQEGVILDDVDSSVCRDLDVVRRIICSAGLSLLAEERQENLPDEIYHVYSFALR
# p53null 39C kill: p53 null cell cytotoxicity, nonpermissive temperature; hit rate 0.97% among 55,000; H1299 p53-null (neo) cells, 39C, ATPlite viability, 24 h; AID 904; Potency, µM (series often up to 46.1 µM), for the others: at the top dose activity, negative = cell killing, actives largely listed as cytotoxic;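 further: potency means the concentration at half of the fitted maximal effect; 0% = DMSO only and -100% = full killing by 100 µM tamoxifen; nearly all actives have a fitted effect of over 50% in size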
#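 Luminescent ATP signal reported cell survival after H1299 lines (neo, p53 null; or p53 A138V) received up to 46 uM compound and 24 hr incubation at 39C.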
# p53null 32C kill: p53 null cell cytotoxicity, permissive temperature; H1299-neo p53 null cells, ATP luminescence, 24 h, 32C; Potency, µM (titrated, usually from 46.1 µM), inactives show at the highest dose activity change, negative = cytotoxicity, most hits filed as cytotoxic; hit rate 0.62% among 55,000; AID 903;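 further: potency means the concentration at half of the fitted maximal effect; 0% = DMSO only and -100% = full killing by 100 µM tamoxifen; nearly all actives have a fitted effect of over 55% in size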
#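 H1299-neo, 600 cells/well; overnight 37C; cpd up to 46 uM, 24 h at 32C; ATPlite luminescence after 20 min RT; normalized to DMSO (0%) and tamoxifen 100 uM (100% kill); Hill-fit AC50.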
# * = called active by the depositor; ? = inconclusive; / = not tested or not shown; [ ] = another dose, or the depositor's remark. The call rests on the fitted dose curve; in most records, active means well fitted curve in the direction sought with a large enough effect; inconclusive means small, poorly fitted or top-dose-only effect, or another doubt; inactive means no such curve, though single readings can be large; an effect the other way counts as inactive or inconclusive. The list is partial, so the mix of outcomes need not match the whole.
SMILES	B2AR arrestin ag	FH mod	GALK inh	PTAP-TSG101 blk	NTMT1 inhibitor	p53null 39C kill	p53null 32C kill
CCn1cc(S(=O)(=O)c2ccc(C)cc2)c(=O)c2cc(F)c(N3CCCCCC3)cc21	2%	-24%	-2%	1%	-7%	-4%	-3%
O=C(Cn1cc(S(=O)(=O)Cc2ccc(F)cc2)c2ccccc21)NCc1ccccc1Cl	0%	-23%	-3%	8%	-15%	-11%	0%
COc1ccc(-c2nc(Cn3c(SCc4ccccc4F)nc4cccnc43)c(C)o2)cc1	0%	?	-3%	0%	7%	-5%	-8%
COc1ccc(CNCCSc2nnnn2-c2ccccc2)c(OC)c1	-4%	1%	-9%	-1%	-1%	-4%	-5%
N#C/C(=C\c1ccc(-c2ccc(C(=O)O)cc2)o1)c1nc2ccccc2[nH]1	0%	28µM*	-2%	45%[activator]	45µM*	-19%	-6%
C#CCOc1ccc(-c2nnc(Nc3ccc(NC(C)=O)cc3)c3ccccc23)cc1	-1%	-5%	3%	-1%	0%	-9%	-6%
COC(=O)c1ccc(NC(=O)N2CCC(CN3CCc4ccccc4C3)CC2)cc1	1%	2%	1%	-3%	-3%	-9%	-9%
CCCCNc1oc(-c2ccc(COc3ccccc3C)o2)nc1C#N	-3%	-27%	-2%	0%	-4%	?	-12%
CCc1cc(C(=O)NCc2ccc(F)cc2)no1	1%	3%	-1%	4%	?	-18%	-7%
O=C(Nc1ccccc1C(F)(F)F)c1noc2c1CCCCC2	1%	/	2%	-3%	/	5µM*	10µM*
Clc1cccc(-c2csc(-c3nc(-c4ccc(Br)s4)cs3)n2)c1	0%	?	6%	-6%	-4%	18%	2%
Cc1cc(C)n(-c2nc(C)c(C)c(=O)n2CC(=O)Nc2ccc(Cl)c(Cl)c2)n1	-3%	35%	-1%	0%	17%	8%	1%
c1ccc(-c2nnc(CN3CCN(c4ccccn4)CC3)o2)cc1	-2%	4%	-6%	2%	-2%	20%	-2%
Cc1coc2cc3oc(=O)c(CCC(=O)NCc4ccccc4Cl)c(C)c3cc12	1%	/	2%	1%	/	26%	-3%
CCOC(=O)c1ccc(NC(=O)C(CC)Sc2nnc3c4ccccc4n(C)c3n2)cc1 (stereo unspecified)	?	-14%	1%	4%	-11%	-21%	6%
Cc1cccc(CNC(=O)CN2C(=O)CCCc3ccccc32)c1	-1%	-4%	3%	-1%	?	-5%	-2%
O=C(Cn1c(=O)nc(-c2ccccc2)c2ccccc21)NCc1ccc(Cl)cc1	0%	?	1%	-1%	-6%	-27%	-13%
CSc1ncc(C(=O)N2CCN(c3cc(Cl)ccc3C)CC2)c(C)n1	1%	-7%	-3%	0%	5%	-13%	5%
CCc1nnc(NC(=O)c2nc(SCc3cccc(C)c3)ncc2Cl)s1	1%	0%	1%	-1%	10%	-18%	7%
CCOC(=O)CSc1nc2c(sc3cccc(F)c32)c(=O)n1Cc1ccc(OC)cc1	-1%	-1%	3%	-1%	15%	17%	-2%

# No new results follow: an excerpt of the list.
SMILES	B2AR arrestin ag	FH mod	GALK inh	PTAP-TSG101 blk	NTMT1 inhibitor	p53null 39C kill	p53null 32C kill
COc1ccc(-c2nc(Cn3c(SCc4ccccc4F)nc4cccnc43)c(C)o2)cc1	0%	?	-3%	0%	7%	-5%	-8%
COc1ccc(CNCCSc2nnnn2-c2ccccc2)c(OC)c1	-4%	1%	-9%	-1%	-1%	-4%	-5%
N#C/C(=C\c1ccc(-c2ccc(C(=O)O)cc2)o1)c1nc2ccccc2[nH]1	0%	28µM*	-2%	45%[activator]	45µM*	-19%	-6%
C#CCOc1ccc(-c2nnc(Nc3ccc(NC(C)=O)cc3)c3ccccc23)cc1	-1%	-5%	3%	-1%	0%	-9%	-6%
COC(=O)c1ccc(NC(=O)N2CCC(CN3CCc4ccccc4C3)CC2)cc1	1%	2%	1%	-3%	-3%	-9%	-9%
CCCCNc1oc(-c2ccc(COc3ccccc3C)o2)nc1C#N	-3%	-27%	-2%	0%	-4%	?	-12%
CCc1cc(C(=O)NCc2ccc(F)cc2)no1	1%	3%	-1%	4%	?	-18%	-7%
O=C(Nc1ccccc1C(F)(F)F)c1noc2c1CCCCC2	1%	/	2%	-3%	/	5µM*	10µM*
Clc1cccc(-c2csc(-c3nc(-c4ccc(Br)s4)cs3)n2)c1	0%	?	6%	-6%	-4%	18%	2%
Cc1cc(C)n(-c2nc(C)c(C)c(=O)n2CC(=O)Nc2ccc(Cl)c(Cl)c2)n1	-3%	35%	-1%	0%	17%	8%	1%
c1ccc(-c2nnc(CN3CCN(c4ccccn4)CC3)o2)cc1	-2%	4%	-6%	2%	-2%	20%	-2%
Cc1coc2cc3oc(=O)c(CCC(=O)NCc4ccccc4Cl)c(C)c3cc12	1%	/	2%	1%	/	26%	-3%

# (list continues)
SMILES	B2AR arrestin ag	FH mod	GALK inh	PTAP-TSG101 blk	NTMT1 inhibitor	p53null 39C kill	p53null 32C kill
CCCCNc1nc2c(-c3cccc(Br)c3)nnn2c2ccccc12	0%	-3%	0%	-3%	1%	-10%	5%
Cc1cccc(C(=O)Nc2nc(-c3nnn(-c4cc(F)ccc4F)c3C)ns2)c1	0%	-34%	5%	3%	-6%	?	-11%
CCOc1ccc(CN2CCN(Cc3ccc4c(c3)c3ccccc3n4CC)CC2)cc1	0%	-18%	-4%	-2%	-17%	-26%	20%
COc1ccc(C(=O)N(Cc2cc(OC)c(OC)c(OC)c2)C2CCS(=O)(=O)C2)cc1Cl (stereo unspecified)	0%	-1%	-2%	0%	-8%	-8%	-7%
CCOc1ccc(CCNc2nc3c(-c4ccc(C)cc4)nnn3c3ccccc23)cc1OCC	0%	1%	-14%	2%	?	?	-3%
O=C(NCc1ccccc1Cl)c1cnc2sc(N3CCOCC3)nn2c1=O	3%	/	-3%	1%	/	18%	7%
Cc1cn2c(=O)c(S(=O)(=O)Nc3ccc(N4CCOCC4)cc3)c(C)nc2s1	0%	-14%	2%	-2%	-3%	?	-1%
CCCC(=O)Nc1ccc(NC(=O)c2sc3ccccc3c2Cl)cc1	0%	3%	-3%	-1%	5%	-14%	-5%
Cc1ccc(NC(=O)CSc2nc3ccccc3c(=O)n2CCC(=O)NC2CCCCC2)cc1C	-1%	-45%	-1%	0%	4%	-2%	0%
CCOc1ccc(NC(=O)Cn2c(=O)n(CC3CCC(C(=O)NCCc4ccccc4)CC3)c(=O)c3ccccc32)cc1 (stereo unspecified)	1%	1%	-8%	1%	?	-18%	4%
O=C(c1ccccc1)n1nc(-c2ccccc2)nc1NCc1ccc(F)cc1	1%	-18%	2%	-5%	3%	-7%	4%
COc1cc2nc(NCCC(C)C)n3nc(-c4ccccc4)nc3c2cc1OC	0%	-13%	-9%	-8%	10%	9%	-3%
Cc1ccc(CNC(=O)c2oc3ccc(S(=O)(=O)N4CCC(C)CC4)cc3c2C)cc1	0%	-17%	6%	0%	4%	-11%	-5%
CCc1ccccc1NC(=O)C(=O)NCCCN1CCOCC1	1%	9%	-1%	-4%	1%	-4%	6%
CCCCS(=O)CC(O)CSc1nc(-c2ccc(OC)cc2)cc(-c2ccccc2)c1C#N (stereo unspecified)	0%	-9%	2%	2%	-17%	-15%	-8%
CCOc1ccc(N(C(=O)CC(C)C)S(=O)(=O)c2ccc3c(c2)oc(=O)n3C)cc1	-1%	-5%	-3%	26%	-27%	?	3%
O=C(NCCCN1CCN(c2cccc(Cl)c2)CC1)c1nnc(Cc2ccc(F)cc2Cl)o1	1%	3%	1%	0%	9%	?	0%
Cc1sc2ncn(CC(=O)Nc3ccc(C(F)(F)F)cc3)c(=O)c2c1S(=O)(=O)N1CCN(C)CC1	1%	5%	2%	-2%	13%	-1%	-2%
COc1ccc(OC)c(C2C(C(=O)Nc3ccccc3OC)=C(C)Nc3c(C(=O)Nc4ccc(F)cc4)cnn32)c1 (stereo unspecified)	1%	-29%	3%	1%	-5%	-1%	21%
CCN(C(=O)Cn1c(SCC(=O)Nc2ccc(OC)cc2)nc2ccccc21)c1cccc(C)c1	0%	-31%	-2%	-3%	6%	13%	11%

# Complete entries, looked up by structure. Order of values: B2AR arrestin ag, FH mod, GALK inh, PTAP-TSG101 blk, NTMT1 inhibitor, p53null 39C kill, p53null 32C kill
# CCCCS(=O)CC(O)CSc1nc(-c2ccc(OC)cc2)cc(-c2ccccc2)c1C#N (stereo unspecified) is listed with 0%, -9%, 2%, 2%, -17%, -15%, -8%
# COc1ccc(C(=O)N(Cc2cc(OC)c(OC)c(OC)c2)C2CCS(=O)(=O)C2)cc1Cl (stereo unspecified) is listed with 0%, -1%, -2%, 0%, -8%, -8%, -7%

# (listing goes on)
SMILES	B2AR arrestin ag	FH mod	GALK inh	PTAP-TSG101 blk	NTMT1 inhibitor	p53null 39C kill	p53null 32C kill
Cc1cc(N2CCC(C(=O)Nc3ccc(Cl)cc3)CC2)n2nc(C)c(-c3ccc(Cl)cc3)c2n1	0%	-2%	1%	2%	5%	-14%	-8%
Cc1cccc(NC(=O)N2CC(=O)Nc3sc4c(c3C2c2ccccc2)CCCC4)c1C (stereo unspecified)	0%	-13%	-10%	1%	-3%	-8%	11%
CCC(=O)N1CCc2cc(S(=O)(=O)NC(CC(C)C)C(=O)NCc3ccc(F)cc3)ccc21 (stereo unspecified)	1%	4%	0%	2%	-5%	0%	4%
COc1cccc(C(=O)Nc2nc(-c3nnn(-c4cccc(Cl)c4C)c3C)ns2)c1	0%	-18%	-1%	-4%	10%	43%[activator]	1%
Brc1cccc(-c2nnn3c2nc(NC2CCCCC2)c2ccccc23)c1	1%	-10%	5%	-1%	21%	-6%	?
COc1ccc(OC)c(NC(=O)c2cnn(-c3ccc(C)cc3)c2C2CCNCC2)c1	0%	-5%	0%	-5%	?	-13%	18%
COc1ccc(CCC(=O)NC2CC(=O)N(c3ccc(C)c(C)c3)C2)cc1 (stereo unspecified)	-2%	-2%	2%	-1%	-10%	5%	4%
CC(C)OCCCNC(=O)CN1C(=O)COc2ccc(S(=O)(=O)N3CCCCCC3)cc21	-1%	-1%	0%	2%	6%	-10%	3%
CCOC(=O)CSc1nc2sc3c(c2c(=O)n1-c1ccc(OC)cc1)CC(C(C)C)OC3 (stereo unspecified)	1%	-8%	1%	-5%	?	6%	-7%
Cc1ccc(CNC(=O)c2cnn3c(C)c(Cc4c(F)cccc4Cl)c(C)nc23)cc1	0%	?	-6%	-2%	-3%	1%	-5%
Cc1ccc(COC(=O)c2ccc(-c3nnn(Cc4ccc(C)cc4)n3)cc2)cc1	-2%	-4%	9%	-3%	5%	17%	8%
O=C(Nc1ccc(F)c(Cl)c1)C1CCN(S(=O)(=O)c2ccc3[nH]c(=O)ccc3c2)CC1	0%	-3%	-9%	-1%	5%	5%	-7%

# Assay outcomes from PubChem.
